# PMI act hi M6P: human PMI activators, high substrate, primary screen, biochemical, fluorescence intensity, near-saturating mannose 6-phosphate | Mannose-6-phosphate isomerase (Homo sapiens), P34949 | activation factor at 20 µM | AID 1216, 2008 | coupled PMI enzyme assay, resazurin fluorescence, 20 min; hits give high values; 1 = untreated enzyme, 0 = substrate-free blank | 0.34% of 190,000 active;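 active means activation factor of 2 or more at 20 µM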
# Target sequence (P34949 whole entry, looked up): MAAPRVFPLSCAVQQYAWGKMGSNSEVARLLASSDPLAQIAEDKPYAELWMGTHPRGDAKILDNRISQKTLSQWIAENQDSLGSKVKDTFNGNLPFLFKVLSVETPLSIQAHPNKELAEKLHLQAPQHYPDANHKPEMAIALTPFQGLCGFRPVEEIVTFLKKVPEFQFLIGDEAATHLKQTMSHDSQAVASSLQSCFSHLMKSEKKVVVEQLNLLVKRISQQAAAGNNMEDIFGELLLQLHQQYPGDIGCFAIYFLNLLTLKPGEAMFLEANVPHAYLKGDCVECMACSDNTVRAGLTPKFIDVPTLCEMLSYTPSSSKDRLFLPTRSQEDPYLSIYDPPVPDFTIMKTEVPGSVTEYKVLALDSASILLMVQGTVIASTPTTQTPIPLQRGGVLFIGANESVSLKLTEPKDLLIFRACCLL
#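 Test system: human phosphomannose isomerase with PGI, G6PDH, diaphorase coupling enzymes; amount: 15 ng/mL PMI; incubation: enzyme reaction with compound 20 min at room temperature; technique: resorufin fluorescence (Ex 544/Em 590 nm) from resazurin via diaphorase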
# TNAP inh no acc: human TNAP enzyme inhibitors, primary screen, biochemical, luminescent, no phosphate acceptor, uHTS; AID 1012, 2008; purified TNAP, CDP-star luminescence, 30 min; inhibition, % at 20 µM; 0.26% of 200,000 active; Alkaline phosphatase, tissue-nonspecific isozyme (Homo sapiens), P05186;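 active means tissue-nonspecific alkaline phosphatase inhibition above about 50% at 20 µM in the single-dose screen, limit read from the data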;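 further: 0% = DMSO negative control and 100% = EDTA positive control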
# FLuc act counter: FLuc activators, initial screening, artefact control for FLuc-dependent activation tests, biochemical, ATPlite luminescence | ATPlite luciferase biochemical, 10 min; 0 = ATP-free wells, 1 = DMSO control | activation factor at 10 µM | 200,000 tested, under 10 active | AID 1027, 2008;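 active means luciferase activation factor, scaled between plate controls, of at least 2 with compound at 10 µM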
# Target sequence (P08659 whole entry, looked up): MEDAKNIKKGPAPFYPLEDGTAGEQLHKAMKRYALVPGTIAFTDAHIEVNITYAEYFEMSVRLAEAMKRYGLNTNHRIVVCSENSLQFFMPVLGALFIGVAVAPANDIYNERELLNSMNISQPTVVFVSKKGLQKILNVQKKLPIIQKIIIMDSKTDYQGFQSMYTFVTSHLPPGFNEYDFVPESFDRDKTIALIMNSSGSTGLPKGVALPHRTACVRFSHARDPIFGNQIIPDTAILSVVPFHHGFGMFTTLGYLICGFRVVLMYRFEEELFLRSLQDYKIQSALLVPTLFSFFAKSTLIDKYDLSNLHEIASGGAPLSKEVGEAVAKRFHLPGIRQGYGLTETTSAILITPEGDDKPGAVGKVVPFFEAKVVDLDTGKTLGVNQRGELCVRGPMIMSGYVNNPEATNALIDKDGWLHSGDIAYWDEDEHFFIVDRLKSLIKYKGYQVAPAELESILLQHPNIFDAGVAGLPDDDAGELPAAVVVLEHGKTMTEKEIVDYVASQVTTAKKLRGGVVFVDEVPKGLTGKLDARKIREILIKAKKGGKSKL
#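 Material: Luciferase/luciferin reagent mix | Doses: Test compounds dosed from 2 mM stocks in 100% DMSO | Timing: 10 min incubation after luciferase reagent addition, room temperature | Measured by: Luminescence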
# NF-kB neuron act: activators of NF-kB expression in neurons, primary screen, cell-based, HTS; human neuronal cells, NF-kB reporter expression; hits give high values; 1.6% of 190,000 active; fold change at 12.5 µM; in the data active means fold change above about 3.3
# PMI activator: activators of human PMI, primary screen, biochemical, fluorescence intensity, near-Km mannose 6-phosphate | purified human PMI, coupled resazurin fluorescence, 20 min; hits give high values; 1 = vehicle control, 0 substrate-free wells | activation factor at 20 µM | 0.005% of 190,000 active | AID 1214, 2008;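 active means activation factor of 2 or more at 20 µM, relative to plate controls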
# FLuc inh counter: firefly luciferase enzyme inhibitors, primary screen, artefact control for luciferase-based inhibitor screens, biochemical, luminescence, ATPLite; Luciferin 4-monooxygenase (Photinus pyralis), P08659; AID 1006, 2008; 10 min; 1.5% of 200,000 active; inhibition, % at 10 µM;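 active means inhibition above about 50% when tested at 10 µM, limit read from the data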
# APP 5'UTR act: activators of APP 5'UTR luciferase reporter, primary screen, SH-SY5Y cells. activation, % at 2 µM. 1% of 190,000 active. AID 1276, 2008. SH-SY5Y APP 5'UTR luciferase reporter, luminescence; zero percent = DMSO vehicle wells;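 active means activation above a set limit, based on mean plus 3 SD of controls, cut at about 140% in these data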; further: values of inactives mirror those of a sister screen read the other way
# TNAP inh hi DEA: human TNAP enzyme inhibitors, primary screen, biochemical, luminescent, high phosphate acceptor level, uHTS; Alkaline phosphatase, tissue-nonspecific isozyme (Homo sapiens), P05186; purified TNAP, CDP-star luminescence, 1 M DEA; inhibition, % at 20 µM; 0.03% of 200,000 active;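 active means over 50% inhibition of tissue-nonspecific alkaline phosphatase at 20 µM in the single-dose screen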;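 further: plate controls were DMSO wells for no effect and EDTA-quenched wells as full inhibition for full effect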
# bIAP activator: bovine intestinal alkaline phosphatase activators, primary screen, biochemical, bovine IAP, CDP-star luminescence. activation factor at 20 µM. 0.17% of 200,000 active. purified bovine IAP, 30 min; hits give high values; fold of DMSO-control signal, blank-subtracted. alkaline phosphatase, intestinal [Bos taurus];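 active means activation factor of 2 or more at 20 µM, a signal rise over negative controls twice the positive control's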
# TNAP act hi DEA: TNAP activators at high phosphate acceptor level, primary screen, biochemical, luminescence, uHTS; purified TNAP, CDP-star luminescence, 1 M DEA, 30 min; hits give high values; 0 = EDTA background, 1 = DMSO-only activity; 200,000 tested, under 10 active; activation factor at 20 µM;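 active means activation factor at least 2 at 20 µM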
#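 system = human TNAP | amount = enzyme diluted 1/800 final | reagent = 100 µM CDP-star substrate | signal = luminescent substrate turnover signal | dosing = one dose, 20 µM | benchmarks = EDTA negative control, DMSO positive control | measure = activation factor | timing = 30 min reaction, room temperature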
# * = called active by the depositor; x = no result given.
# A first look (5 entries):
SMILES,PMI act hi M6P,TNAP inh no acc,FLuc act counter,NF-kB neuron act,PMI activator,FLuc inh counter,APP 5'UTR act,TNAP inh hi DEA,bIAP activator,TNAP act hi DEA
N#C/C(=C\C1CC2C=CC1C2)c1nc2ccccc2[nH]1 (configuration not stated),1,-5.2,0.9,0.86,0.9,9.6,11.9,-0.7,0.9,1
O=C(NCc1ccccc1)c1cccc(NC(=O)c2ccco2)c1,1,-12.6,1.1,1.06,1,-5.5,-3.1,-5.0,0.9,1.1
Cc1nc2nc(-c3ccc(Cl)cc3)[nH]n2c(=O)c1C,0.9,-6.1,0.3,2.2,1,66.3*,1.6,-2.9,0.9,1
CCOn1c(=O)c(-c2cccc([N+](=O)[O-])c2)[n+]([O-])c2ccccc21,0.8,-10.4,1,0.91,0.8,-4.0,21.5,-0.9,0.9,1
COCCn1cc(C(=O)N2CCCC(C)C2)c2c3ccccc3n(C)c2c1=O (configuration not stated),0.9,-1.2,1,0.79,1,-0.9,6.3,3.9,1,1

# All compounds of this part, from the start:
SMILES,PMI act hi M6P,TNAP inh no acc,FLuc act counter,NF-kB neuron act,PMI activator,FLuc inh counter,APP 5'UTR act,TNAP inh hi DEA,bIAP activator,TNAP act hi DEA
N#C/C(=C\C1CC2C=CC1C2)c1nc2ccccc2[nH]1 (configuration not stated),1,-5.2,0.9,0.86,0.9,9.6,11.9,-0.7,0.9,1
O=C(NCc1ccccc1)c1cccc(NC(=O)c2ccco2)c1,1,-12.6,1.1,1.06,1,-5.5,-3.1,-5.0,0.9,1.1
Cc1nc2nc(-c3ccc(Cl)cc3)[nH]n2c(=O)c1C,0.9,-6.1,0.3,2.2,1,66.3*,1.6,-2.9,0.9,1
CCOn1c(=O)c(-c2cccc([N+](=O)[O-])c2)[n+]([O-])c2ccccc21,0.8,-10.4,1,0.91,0.8,-4.0,21.5,-0.9,0.9,1
COCCn1cc(C(=O)N2CCCC(C)C2)c2c3ccccc3n(C)c2c1=O (configuration not stated),0.9,-1.2,1,0.79,1,-0.9,6.3,3.9,1,1
CCC(C)(C(=O)NC1CCCCC1)N(C)C(=O)c1ccc2c(c1)OCO2 (configuration not stated),1.1,-14.1,1,1.33,1.1,-3.9,2.4,-4.5,0.9,1
CC(C)CCN1C(=O)c2ccc(C(=O)Nc3cccc(S(N)(=O)=O)c3)cc2C1=O,0.9,-8.9,1,1.12,0.9,-3.1,-7.3,-3.5,0.9,1
CC(=O)Oc1cc2c(cc1Cl)C1(CC(c3ccccc3Cl)O2)CC(C)(C)NC(=S)N1 (configuration not stated),0.9,9.3,1.1,0.46,0.9,-6.8,11.8,-5.8,0.8,1.1
CCc1ccc(N(C(=O)CNC(=O)c2cccs2)C(C(=O)NC(C)(C)C)c2cc(OC)c(OC)c(OC)c2)cc1 (configuration not stated),0.9,-1.1,1.1,1.21,0.8,-7.6,10.8,0.0,1,1
CC(Sc1nnc2ccccn12)C(=O)NCc1ccc2c(c1)OCO2 (configuration not stated),1,-3.6,1.1,0.98,1,-10.1,10.7,-5.5,0.9,1.1
O=C(O)c1cc(C(=O)C2CCCCC2)c[nH]1,1.2,-4.5,1,1.01,1.3,0.4,-15.7,0.8,1,1
CCOc1ccccc1N1CCN(S(=O)(=O)CC)CC1,1.2,-18.5,1.1,1.14,1.2,-6.4,16.1,-5.1,0.8,1.1
CCOc1cc(S(=O)(=O)N2CCN(CC)CC2)ccc1Cl,1,-10.3,1,1.23,1,-2.5,25.1,-4.9,1,1
CCCCC1NC(=S)N(C2CCCCC2)C1=O (configuration not stated),1.1,-21.9,1,1.21,1,-0.3,6.8,1.4,0.9,1
Cn1cnnc1Sc1cc(N2CCN(S(=O)(=O)c3ccccc3)CC2)ccc1[N+](=O)[O-],1,-0.6,1.1,1.29,1,-5.2,1.4,5.9,1.1,0.9
CCCCCCCC(=O)OC(CN1CCCCC1)CN1CCCC1=O (configuration not stated),1,-3.4,1,0.9,0.9,-0.9,-7.5,2.0,1,1
CCN(CC)CCOc1ccc2c(c1)C(=NNC(=O)c1ccccn1)c1cc(OCCN(CC)CC)ccc1-2,0.6,-1.8,1,0.13,0.6,-4.8,-40.6,9.2,1,0.9
COc1ccc2c(c1)CC(C1(O)C(=O)Nc3ccccc31)C2=O (configuration not stated),1,-12.2,1.1,1.1,1,-9.0,9.5,-5.8,0.8,1.1
CC(C)C(=O)Nc1ccc(C(=O)Nc2ccc(Br)cc2F)cc1,1.1,-12.1,1.1,1.08,1.1,-5.9,6.4,0.7,0.9,1
Cc1cccc(NC(=O)c2cc3ccccc3o2)c1,1,-4.9,0.3,6.7*,1,66.1*,177.8*,2.8,1.1,1
C=CCSc1nc2c(c(=O)[nH]c(=O)n2C)n1Cc1ccc(C)cc1,1.1,-8.9,1,0.97,1.1,-1.7,4.8,-6.4,1,1.1
Cc1ccc(NC(=O)CN(C)C(=O)/C=C/c2cccc(F)c2)cc1,1,4.9,1,1.05,1.1,-4.6,-9.4,-1.1,1.1,1
Cc1cc(NC(=O)CSc2nnc(C)n2-c2ccccc2C)no1,1,5.0,1,1.02,1,-2.3,25.5,-0.1,1.2,1
COC(=O)CN(c1ccc(Cl)cc1C)S(C)(=O)=O,1,-17.1,1,1.14,1,-3.6,6.0,-8.4,1,1.1
COc1ccc(OCc2nc(N)nc(Nc3cccc(C)c3C)n2)cc1,1,-15.2,1.1,0.9,1.1,-5.2,2.9,-8.1,0.9,1.1
# Additional structures follow.
SMILES,PMI act hi M6P,TNAP inh no acc,FLuc act counter,NF-kB neuron act,PMI activator,FLuc inh counter,APP 5'UTR act,TNAP inh hi DEA,bIAP activator,TNAP act hi DEA
Cc1cccc(NC(=O)CSc2nnc(-c3ccc(S(=O)(=O)N4CCCC4)cc3)o2)c1,1.1,-12.5,1.1,1.18,1.3,-10.4,-4.5,-8.7,1.5,1.1
CC1(C)Cc2nc(N3CCOCC3)c(C#N)cc2CO1,0.9,-8.8,1.1,1.09,0.9,-6.2,-7.5,-1.7,1.1,1
CCOC(=O)C1(C(=O)O)NC(=O)CC1c1ccccc1 (configuration not stated),1.1,-4.0,1,1.07,1.1,-3.0,-9.6,-0.3,1,1
O=C(NCCN1CCN(c2ccccc2)CC1)c1cccn2c(=O)c3ccccc3nc12,1,-7.4,1,0.38,0.9,-4.9,-3.2,7.8,1,0.9
CCOC(=O)CC(=O)CSc1nc2ccccc2c(=O)n1-c1ccc(C(=O)N2CCOCC2)cc1,0.9,-20.2,1.1,0.36,0.9,-5.7,-8.1,-4.3,1,1
Cn1c(C(=O)N2CCc3ccccc3C2)cc2c(=O)n3ccccc3nc21,0.8,-13.5,1,0.92,0.9,0.9,-5.0,-4.2,1.2,1
S=c1[nH]ncn1/N=C/c1ccc(N2CCOCC2)cc1,1,-13.7,0.1,2.68,1,86.7*,x,-0.6,0.9,1
COCCn1c(-c2ccc(Br)cc2)csc1=Nc1cccnc1,1,-11.6,1.1,1.16,1,-5.6,-32.9,-6.8,1.1,1.1
S=c1[nH]nc(-c2ccc3ccccc3n2)n1-c1ccccc1,1,-12.3,1,1.11,1,-2.0,31.1,-0.7,0.9,1
Nc1ccc2nc3n(c(=O)c2c1)CCC3,0.7,-6.3,1.1,1.19,0.9,-11.8,19.2,-7.8,0.8,1.1
O=C(CNc1ccc(Br)cc1)NNC1=NCCC1,1,-2.4,1.1,1.17,1,-6.2,5.8,2.2,1,1
CCCCCn1c(=O)c(-c2nc3ccccc3[nH]2)c(O)c2ccccc21,1.2,-17.6,1,1.13,1.1,3.8,-11.9,-8.3,1.1,1.1
COc1ccnc(Oc2ccccc2)c1C(=O)N/C=N/OCc1ccc(F)cc1Cl,1,1.9,1,0.37,1.1,-4.2,-6.5,-6.3,0.9,1.1
C=CCn1c(SCC(=O)N(C)C2CCS(=O)(=O)C2)nnc1-c1ccncc1 (configuration not stated),1.1,-10.6,1.1,1.18,1,-6.8,0.0,-1.7,1,1
COc1ccc(CC(=O)O/N=C(\N)Cc2ccc(OC)cc2)cc1,0.9,-9.5,1,1.13,0.9,-3.2,-2.9,-2.5,0.9,1
Cc1cc(C)c2c3c(sc2n1)C(c1ccccc1)C(C#N)=C(N)O3 (configuration not stated),1.1,-8.4,1,0.98,1,1.8,-7.5,8.5,0.9,0.9
Cc1noc(C(=O)Nc2c(C)n(C)n(-c3ccccc3)c2=O)c1Cl,1.1,-8.0,1.1,0.94,1.1,-6.2,-1.1,0.5,0.9,1
CCOC(=O)Cc1c(C)c2ccc(N(CC)CC)cc2oc1=O,0.8,-32.7,1,1.41,0.8,0.1,6.1,-18.6,1.3,1.2
Cc1cc(C)n2cc(CSc3nnnn3-c3ccccc3)nc2n1,1,-10.4,1.1,1.13,1,-6.0,-6.2,-3.4,0.9,1
COc1ccccc1-n1cnnc1SCC(=O)Nc1cc(C)on1,0.9,-8.3,1,1.19,0.9,-3.1,-0.5,-3.1,0.9,1
CC(=O)N1CCC2(CC1)C/C(=N\NC(=S)Nc1ccccc1F)c1cc(O)ccc1O2,0.9,-11.6,1.1,0.72,0.9,-5.8,-11.9,7.7,1.1,0.9
Cc1ccc(C(=O)O)cc1S(=O)(=O)NCC1CCCO1 (configuration not stated),1,-13.8,1.1,0.99,1,-6.4,-3.8,-6.1,0.8,1.1
CN(c1ccc(C(=O)Nc2ccccc2C(F)(F)F)cc1)S(C)(=O)=O,0.9,-12.9,1,1.32,0.8,0.9,-4.2,-9.4,0.9,1.1
CSc1cc(C)c(OCC(=O)Nc2ccc(NC(C)=O)cc2)c(C)c1,1,-2.2,1,1.2,1,-4.7,-3.4,-8.8,1,1.1
COc1cc(CCN2C(=O)N[C@@H](c3cccc(C(F)(F)F)c3)C(C(C)=O)=C2C)cc(OC)c1OC,2*,-2.4,1.1,0.93,1.6,-6.5,-8.0,0.7,1.1,1
CC(C)N(Cc1nc(-c2ccc(Cl)cc2)no1)C(=O)CCC1CCCC1,0.9,-8.4,1,0.73,0.9,2.7,-6.1,-2.8,1.1,1
c1ccc(N2CCN(c3ccc4nncn4n3)CC2)nc1,0.9,-5.5,1,1.28,0.8,0.1,5.6,4.2,1,1

# Bioassay records: PubChem BioAssay, several laboratories
